Screening data as filed in PubChem BioAssay.
esBAF inh: blocks esBAF chromatin remodeling in mouse ES cells. Bmi1-luciferase knock-in reporter, 24 h; 100% = twice the neutral-well signal. reporter increase, % at 12.5 µM. 350,000 compounds, 2% hits. AID 602393; in the data active means activation above about 40%;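 further: 0% = median of the plate's neutral control wells and 100% = double that signal; a rise in the Bmi1 reporter signal indicates esBAF inhibition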
Statin myotox sup: suppression of simvastatin myotoxicity. C2C12 myotubes + simvastatin, ATP luminescence, 48 h; scaled: DMSO 0, geranylgeraniol control 100. rescue of ATP level, % at 7.49 µM. 330,000 compounds, 0.78% hits;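 active means mean ATP rescue above about 67%, or every replicate alone reaching that limit, limit read from the data, passing the limit was not always enough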;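 further: myotubes were challenged with 10 µM simvastatin during compound exposure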
ARNT-TACC3 inh: ARNT/TACC3 interaction disruption; inhibition, % at 9.99 µM; Q9Y6A5; AID 623870; 390,000 compounds, 0.66% hits; AlphaScreen His-ARNT PAS-B/GST-TACC3 binding, luminescence; TACC3 fragment carries E629A point mutation;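 active means mean inhibition of replicates at least 50% and at least half of replicates each reaching 50%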;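 further: 0% = complete ARNT plus TACC3 wells and 100% = ARNT alone without TACC3; many hits fall short of the cut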
SIRT5 inh: inhibitors of human sirtuin-5 desuccinylase. Q9NXA8. Purified SirT5, succinyl-peptide AMC, trypsin-coupled fluorescence. inhibition, % at 15 µM. 330,000 compounds, 1.1% hits; in the data active means inhibition above about 15%
Target sequence (Q9NXA8 whole entry, looked up): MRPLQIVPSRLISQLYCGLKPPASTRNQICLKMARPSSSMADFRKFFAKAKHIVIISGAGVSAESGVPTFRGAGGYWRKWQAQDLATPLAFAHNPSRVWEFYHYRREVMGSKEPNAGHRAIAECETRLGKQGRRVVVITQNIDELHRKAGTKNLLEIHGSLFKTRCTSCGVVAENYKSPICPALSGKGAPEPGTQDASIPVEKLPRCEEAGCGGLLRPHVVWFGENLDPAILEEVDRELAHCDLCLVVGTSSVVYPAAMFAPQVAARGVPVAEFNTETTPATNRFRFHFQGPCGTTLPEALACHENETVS
miR-122 sensor: miR-122 inhibition in Huh7 cells; Huh7 miR-122 Renilla luciferase sensor, 48 h; neutral wells = 0, positive control = 100; activation (reporter increase), % at 12.5 µM; 340,000 compounds, 0.3% hits;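 active means mean replicate activation score at least 90 and every replicate individually at or above 90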;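 further: higher luciferase means less miR-122 activity so hits act as miR-122 inhibitors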
Cneo AK release: Cryptococcus neoformans lysis via adenylate kinase release; C. neoformans lysis, adenylate kinase release luminescence, 4 h; normalised: neutral wells 0, clomiphene wells 100; lysis activity, % at 15 µM; 360,000 compounds, 0.2% hits;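 active means mean lysis activity across replicates of at least 80%, whatever share of replicates individually reach that level; inactive means mean lysis activity below 80%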
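Material – Cryptococcus neoformans yeast cells · Quantity – 5 × 10^6 yeast cells/mL · Buffer or medium – YPD medium · Compound – single dose · Timing – 4 h static compound exposure, 37 °C, read 1 h post-reagent · Signal – adenylate kinase release luminescence · Read-out basis – lysis from increased AK signal · Benchmarks – Clomiphene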
ERp5 inh: ERp5 (human) disulfide isomerase inhibition; 350,000 compounds, 0.05% hits; ERp5 insulin aggregation, absorbance 650 nm, 90 min; inhibition, % at 9.99 µM; Q15084;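 active means mean replicate inhibition above about 25%, with every replicate also reaching it, limit read from the data, passing the limit was not always enough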
Target sequence (Q15084 whole entry, looked up): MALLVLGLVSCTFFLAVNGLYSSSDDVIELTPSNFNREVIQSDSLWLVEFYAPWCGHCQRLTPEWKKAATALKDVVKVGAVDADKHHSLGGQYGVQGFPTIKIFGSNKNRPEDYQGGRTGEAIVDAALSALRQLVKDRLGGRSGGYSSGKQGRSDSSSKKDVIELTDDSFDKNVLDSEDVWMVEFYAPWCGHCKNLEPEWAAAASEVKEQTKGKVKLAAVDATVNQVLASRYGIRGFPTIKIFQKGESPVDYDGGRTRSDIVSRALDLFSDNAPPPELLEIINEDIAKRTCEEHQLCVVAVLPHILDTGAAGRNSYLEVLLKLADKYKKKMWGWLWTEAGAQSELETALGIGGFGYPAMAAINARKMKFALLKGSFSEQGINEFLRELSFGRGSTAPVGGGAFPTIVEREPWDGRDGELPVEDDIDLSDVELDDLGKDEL
* = called active by the depositor; [ ] = remark or other dose. Rows are unselected, and some 4% of all compounds hit somewhere here.

Screening Cc1ccc(-c2ccc([C@H]3[C@H]4CN(C(=O)Nc5cccc(F)c5)CCCCN4[C@H]3CO)cc2)cc1 returned ARNT-TACC3 inh 8, miR-122 sensor 4[16.7 µM] and Cneo AK release 3.
Screening O=C(CSCc1ccc(Cl)cc1)NCc1ccc2c(c1)OCO2 returned esBAF inh -9, SIRT5 inh -5, miR-122 sensor -12, Cneo AK release -2 and ERp5 inh -3.
For C[C@@H](NC(=O)c1ncn(Cc2ccccc2)c1C(=O)N[C@H](C)c1ccccc1)c1ccccc1 the results were esBAF inh 0, Statin myotox sup 7, ARNT-TACC3 inh 3, miR-122 sensor 1, Cneo AK release 1 and ERp5 inh 2.
`COc1cc(OC)cc(OC(=O)C2CCN(C3=NS(=O)(=O)c4ccccc43)CC2)c1` gave esBAF inh -3, Statin myotox sup 6, SIRT5 inh -3, miR-122 sensor -3, Cneo AK release 1 and ERp5 inh 4.
`CC(C)CCNC(=O)[C@@H](NC(=O)c1c(F)cccc1F)C(C)C` gave esBAF inh 0, Statin myotox sup -5, ARNT-TACC3 inh -1, miR-122 sensor -5 and Cneo AK release -1.
For CCN1C(=O)C(CC(=O)Nc2ccc(OC)cc2)N(Cc2ccco2)C1=S (stereo not drawn) the results were ARNT-TACC3 inh -5, miR-122 sensor -5 and Cneo AK release 9.
`Cc1cccc(N2CCN(S(=O)(=O)c3cnc[nH]3)CC2)c1C` gave esBAF inh -6, Statin myotox sup -17, ARNT-TACC3 inh 0, SIRT5 inh -3, miR-122 sensor -2, Cneo AK release -2 and ERp5 inh 0.
Cc1ccc(C(=O)COC(=O)c2cccc(O)c2)s1 was read as esBAF inh 62*, Statin myotox sup 7, ARNT-TACC3 inh -5, SIRT5 inh -2, miR-122 sensor 0, Cneo AK release -8 and ERp5 inh 4.
For Cc1cc(-c2nnc(CCC(=O)NCc3cccc(C(F)(F)F)c3)o2)no1 the results were esBAF inh 12, Statin myotox sup -3, ARNT-TACC3 inh 3, SIRT5 inh -3, miR-122 sensor 11, Cneo AK release -5 and ERp5 inh 6.
`C[C@@H]1CN([C@@H](C)CO)C(=O)c2cc(C3=CCCCC3)cnc2O[C@@H]1CN(C)Cc1ccccn1` gave esBAF inh 2, Statin myotox sup 18, ARNT-TACC3 inh 3, SIRT5 inh 1, Cneo AK release -2 and ERp5 inh 7.
C#CCOCCOCCOCCNc1nc(N2CCN(C(=O)[C@H]([C@@H](C)CC)n3cc(CCCN=C(N)N)nn3)CC2)nc(N2CCN(C(=O)[C@H](CCCCN)n3cc(CC(C)O)nn3)CC2)n1 (stereo partly drawn) was read as esBAF inh -3, Statin myotox sup 3, ARNT-TACC3 inh 5, SIRT5 inh -2, miR-122 sensor 2, Cneo AK release 0 and ERp5 inh 3.
`Cc1noc(C)c1S(=O)(=O)Nc1ccc2c(c1)CC(=O)N([C@H](C)CO)C[C@@H](C)[C@H](CN(C)C(=O)NC1CCCCC1)O2` gave esBAF inh 3, Statin myotox sup 22, ARNT-TACC3 inh -9, SIRT5 inh 1, miR-122 sensor -7[16.7 µM], Cneo AK release -2 and ERp5 inh -8.
`COc1ccc(C(=O)Nc2ccccc2C(=O)N2CCCCCC2)cc1OC` gave ARNT-TACC3 inh 3, SIRT5 inh -1, miR-122 sensor -9, Cneo AK release 0 and ERp5 inh 9.
`COc1cccc(NC(=O)Nc2cc(C(=O)NCC3CCCO3)ccc2N2CC3CC(C2)c2cccc(=O)n2C3)c1` (stereo not drawn) gave esBAF inh -2, Statin myotox sup -5, ARNT-TACC3 inh -2, SIRT5 inh 3, miR-122 sensor -6, Cneo AK release 2 and ERp5 inh 4.
For CCCCCn1c(CN2CCN(Cc3ccccc3)CC2)nc2c1c(=O)[nH]c(=O)n2C the results were esBAF inh -3, Statin myotox sup -1, ARNT-TACC3 inh 1, miR-122 sensor 1 and Cneo AK release -2.
Screening COc1cc2sc(-c3ccc(S(C)(=O)=O)cc3)c(C(=O)NCc3ccc(C)o3)c2cc1OC returned esBAF inh 5, Statin myotox sup -28, ARNT-TACC3 inh -12, SIRT5 inh -4, miR-122 sensor -2, Cneo AK release -3 and ERp5 inh 4.
Cc1cc(C)n2nc(CC(=O)NNC(=O)c3ccc(N(C)C)cc3)nc2n1 was read as esBAF inh -5, Statin myotox sup 14, SIRT5 inh 6, miR-122 sensor -5, Cneo AK release 0 and ERp5 inh 6.
`CC(C)C#Cc1ccc([C@@H]2[C@@H](CO)N3CCCCN(S(=O)(=O)Cc4ccccc4)C[C@@H]23)cc1` gave ARNT-TACC3 inh 2, SIRT5 inh 8, miR-122 sensor 0[16.7 µM], Cneo AK release 2 and ERp5 inh -4.
Screening COC(=O)CNC(=O)COC(=O)/C=C/c1ccc2ccccc2n1 returned ARNT-TACC3 inh -2, SIRT5 inh 2 and ERp5 inh -6.
`COc1ccc(Br)cc1/C=N/NC(=O)c1ccc(COc2ccc3c(c2)CCC3)o1` gave esBAF inh 56*, ARNT-TACC3 inh -3, miR-122 sensor 4 and Cneo AK release 0.
For N#Cc1ccc(-c2nc3ccc(Br)cn3c2Cc2cccc(F)c2)cc1 the results were esBAF inh -9, Statin myotox sup 4, SIRT5 inh -3, miR-122 sensor -2, Cneo AK release -1 and ERp5 inh 21.
COc1ccc(CCNC(=O)CS(=O)(=O)Cc2nc(-c3ccc(C)cc3)oc2C)cc1OC was read as esBAF inh -4, Statin myotox sup 2, ARNT-TACC3 inh -10, SIRT5 inh -3, miR-122 sensor 1, Cneo AK release 5 and ERp5 inh 8.
`CCNc1nc(NCC)nc(SCCOC(=O)Nc2ccccc2)n1` gave esBAF inh 11, Statin myotox sup -15, ARNT-TACC3 inh -3, miR-122 sensor -3 and Cneo AK release 0.
C=CCN(C(=O)c1cccc(C(F)(F)F)c1)C1(C(=O)Nc2ccccc2)CCN(C(C)C)CC1 was read as esBAF inh -2, Statin myotox sup -6, ARNT-TACC3 inh 2, SIRT5 inh -2, miR-122 sensor -2, Cneo AK release 3 and ERp5 inh -4.
Screening COc1ccc(-n2c(SCC(=O)Nc3ccc(C(N)=O)cc3)nc3c([nH]c4ccccc43)c2=O)cc1OC returned esBAF inh -6, Statin myotox sup 10, ARNT-TACC3 inh 4, SIRT5 inh -2, Cneo AK release 3 and ERp5 inh 6.
`Cc1ccc(-n2c(=S)sc3c(=O)n(-c4ccc(F)cc4)c(SCC(=O)O)nc32)cc1C` gave esBAF inh 3, Statin myotox sup 5, ARNT-TACC3 inh -7, SIRT5 inh 3, miR-122 sensor -4, Cneo AK release 1 and ERp5 inh -1.
For COc1ccc(NC(=O)CCS(=O)(=O)c2ccccc2Cl)cc1S(=O)(=O)Nc1ccc(Cl)cc1 the results were ARNT-TACC3 inh -2, SIRT5 inh -5 and ERp5 inh 0.
`Fc1ccc(-n2c(-c3ccco3)nc3nc4ccccc4nc32)cc1` gave esBAF inh -7, Statin myotox sup -12, ARNT-TACC3 inh -4, miR-122 sensor -3 and Cneo AK release 0.
Screening CN(C)CC#Cc1ccc([C@@H]2[C@H]3CN(C(=O)Nc4cc(F)ccc4F)CCCCN3[C@H]2CO)cc1 returned ARNT-TACC3 inh -6, SIRT5 inh -7, miR-122 sensor 4[16.7 µM], Cneo AK release -1 and ERp5 inh -1.
Screening CCCC(=O)Nc1ncnc2c1ncn2[C@@H]1O[C@@H]2OP(=O)(O)OC[C@H]2[C@H]1OC(=O)CCC returned esBAF inh 3, Statin myotox sup 0, ARNT-TACC3 inh -2, SIRT5 inh 9, miR-122 sensor -3, Cneo AK release -1 and ERp5 inh -1.
`CC(=O)Nc1ccc2nc(-c3cccn3C)[nH]c2c1` gave esBAF inh 51*, Statin myotox sup -2, ARNT-TACC3 inh -3, SIRT5 inh 0, miR-122 sensor -3, Cneo AK release -2 and ERp5 inh -1.
Screening Cc1ccc(C2=NN(C(=O)c3ccco3)C(O)(C(F)(F)F)C2)cc1 (stereo not drawn) returned esBAF inh 8, Statin myotox sup -4, ARNT-TACC3 inh 5, SIRT5 inh -4, Cneo AK release 0 and ERp5 inh -8.
COc1cc(-c2nnc(-c3ccco3)o2)ccc1OCc1ccccc1 was read as esBAF inh 36, Statin myotox sup 9, ARNT-TACC3 inh -3, miR-122 sensor -31 and Cneo AK release -2.
Screening CCN1CC(CN(C)Cc2nc(Cc3ccccc3)no2)CC1=O (stereo not drawn) returned esBAF inh -2, Statin myotox sup 5, ARNT-TACC3 inh -10, SIRT5 inh -2, miR-122 sensor 6, Cneo AK release -2 and ERp5 inh -11.
CC1(C)N=C(c2ccccc2)C(=O)N1 was read as esBAF inh 4, ARNT-TACC3 inh -1, miR-122 sensor 5 and Cneo AK release 0.
For CCC(C)n1c(C)nc2c(c1=O)c1nc3ccccc3nc1n2CCC1=CCCCC1 (stereo not drawn) the results were esBAF inh 4, Statin myotox sup -23, ARNT-TACC3 inh -7, miR-122 sensor -9 and Cneo AK release -1.
For Cc1cc(=O)[nH]c(SCC(=O)Nc2nnc(SCc3ccccc3)s2)n1 the results were esBAF inh 5, Statin myotox sup -5, ARNT-TACC3 inh 29, SIRT5 inh 2 and ERp5 inh -3.
Screening COc1ccc(-c2cc(C(=O)N3CCc4ccccc4C3)no2)cc1OC returned esBAF inh -4, Statin myotox sup 32, ARNT-TACC3 inh -1, miR-122 sensor -4 and Cneo AK release -1.
`COc1ccc(-c2nc(CS(=O)CC(=O)NCCCN3CCCC(C)C3)c(C)o2)cc1OC` (stereo not drawn) gave esBAF inh -5, Statin myotox sup 3, ARNT-TACC3 inh -8, SIRT5 inh 0, miR-122 sensor -6, Cneo AK release -1 and ERp5 inh -8.
For COc1ccc(-c2cnc3c(c2)C(=O)N([C@H](C)CO)C[C@@H](C)[C@H](CN(C)C(=O)Cc2ccccc2)O3)cc1 the results were esBAF inh -1, Statin myotox sup 4, ARNT-TACC3 inh 1, SIRT5 inh 6, miR-122 sensor -5[16.7 µM], Cneo AK release -5 and ERp5 inh -1.
Brc1cccc(-c2nnc(SCc3nc4ccccc4[nH]3)o2)c1 was read as esBAF inh 0, Statin myotox sup 42, ARNT-TACC3 inh -2, miR-122 sensor 13 and Cneo AK release 2.
`CCCCS(=O)(=O)N1CCCC(C(=O)Nc2ccc3c(c2)CCC3)C1` (stereo not drawn) gave esBAF inh 18, Statin myotox sup 8, ARNT-TACC3 inh 3, SIRT5 inh 0, miR-122 sensor 6, Cneo AK release 2 and ERp5 inh -8.
COc1cccc2cc(C(=O)N3CCN(C(=O)c4ccccc4)CC3)c(=O)oc12 was read as esBAF inh 9, Statin myotox sup -22 and Cneo AK release 2.
`COc1ccccc1CNC(=O)CN(C)CC(=O)Nc1ccccc1Br` gave esBAF inh 3, Statin myotox sup 0, ARNT-TACC3 inh 5, Cneo AK release -17 and ERp5 inh 4.
Screening O=c1c(-c2ccc([N+](=O)[O-])cc2)coc2c(O)c(O)ccc12 returned ARNT-TACC3 inh 25, SIRT5 inh 4 and ERp5 inh 1.
`O=C(C[C@@H]1C[C@@H]2c3cc(NC(=O)NC4CCCC4)ccc3O[C@@H]2[C@H](CO)O1)NCC1CC1` gave esBAF inh 4, Statin myotox sup 7, ARNT-TACC3 inh -10, SIRT5 inh -2, miR-122 sensor -5[16.7 µM], Cneo AK release -1 and ERp5 inh -5.

By substructure: those above with bromine.
`COc1ccc(Br)cc1/C=N/NC(=O)c1ccc(COc2ccc3c(c2)CCC3)o1` gave esBAF inh 56*, ARNT-TACC3 inh -3, miR-122 sensor 4 and Cneo AK release 0.
For N#Cc1ccc(-c2nc3ccc(Br)cn3c2Cc2cccc(F)c2)cc1 the results were esBAF inh -9, Statin myotox sup 4, SIRT5 inh -3, miR-122 sensor -2, Cneo AK release -1 and ERp5 inh 21.
Brc1cccc(-c2nnc(SCc3nc4ccccc4[nH]3)o2)c1 was read as esBAF inh 0, Statin myotox sup 42, ARNT-TACC3 inh -2, miR-122 sensor 13 and Cneo AK release 2.
`COc1ccccc1CNC(=O)CN(C)CC(=O)Nc1ccccc1Br` gave esBAF inh 3, Statin myotox sup 0, ARNT-TACC3 inh 5, Cneo AK release -17 and ERp5 inh 4.
